# RSV CPE inhibition: RSV antiviral activity via CPE protection, HEp-2 cells, primary 10 µM value included (AID 2391). HEp-2 cells, RSV-induced CPE inhibition; higher % means a stronger effect. one-dose CPE inhibition, % at 10 µM; IC50 in µM for titrated hits. 310,000 tested, 0.13% active; in the data active = a potency from the dose series; note: strong numbers were not always called active
# PhoP inhibition: inhibitors of PhoP regulon expression, primary screen, Salmonella Typhimurium, GFP reporter (AID 1863) | S. Typhimurium PhoP-regulated promoter GFP reporter, 4 h; higher % means a stronger effect | inhibition, % at 50 µM, or IC50 in µM where a hit was titrated | 300,000 tested, 0.16% active;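 active = inhibition over 29.93%, a cutoff 3 SD above the screen mean, later confirmed by dose response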;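 note: 0% = low Mg2+ inducing control and 100% = high Mg2+ repressing control; strong numbers were not always called active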
# WT yeast gro inh: growth inhibition of WT strain, primary screen, mitochondrial fusion inhibitor project, WT and mutant strains, chemical genetic; 190,000 tested, 2.1% active; AID 1362, 2008; mitochondrial fusion phenotypic screen; inhibition, % at 10 µM; in the data active = inhibition above about 58%; tested in S. cerevisiae
# Myeloid diff 2: induction of myeloid progenitor differentiation, primary screen, cell-based, flow cytometry, MLPCN library; ER-HoxA9 myeloid progenitors, lysozyme-GFP differentiation; calls only at 10 µM; 360,000 tested, 1% active; AID 624256, 2012;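 active = normalized GFP-positive differentiation at or above the plate's own cutoff, the solvent-only control mean plus 3 SD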;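 note: cells exposed to compound for four days before flow analysis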
# T cell modulator: modulators of CD8 T cell-vesicle binding, primary screen, mouse 2C CD8+ T cells, flow cytometry; 2C CD8+ T cell-vesicle binding; hits give low values; calls only at 7 µM; 330,000 tested, 0.068% active;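 active = response, share of CD8 T cells binding vesicles, and their 90th percentile fluorescence all below set limits, cut at about 80% in these data, passing the limit was not always enough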
#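 Assay system: 2C TCR transgenic mouse naive CD8+ T cells, MACS-purified | Read-out: CD8+ gate FL2 mean fluorescence as % of same-row positive control | Signal: High-throughput flow cytometry with anti-B7-1 and anti-CD8 staining | Timing: Binding step 1.5 h, 37 °C, antibody labelling 20 min, ice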
# Rac1 GTP hydrolysis: MgcRacGAP GTPase-activating activity inhibitors, confirmation, biochemical, ADP Hunter fluorescence | 340,000 tested, 0.6% active | one-dose inhibition, % at 30 µM; IC50 in µM for titrated hits | MgcRacGAP-stimulated Rac1 GTP hydrolysis, ADP Hunter fluorescence; higher % means a stronger effect; GST-tagged Rac1 F28L mutant substrate | AID 624330, 2012;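 active = first-screen hits whose inhibition reached a set limit at any dose in the follow-up dose series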;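 note: fluorescence reports GDP produced by GAP-driven GTP hydrolysis; strong numbers were not always called active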
# b-catenin transl: modulators of beta-catenin nuclear translocation, primary screen, imaging, HeLa cells, immunofluorescence, high-content | nuclear translocation activity, % at 5 µM | AID 1665, 2009 | 190,000 tested, 0.3% active;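 active = nuclear translocation activity above 50% at 5 µM, with a well cell count of 50 or more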;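 note: per-cell ratio of nuclear to cytoplasmic median beta-catenin stain intensity; plate controls were DMSO negative control for no effect and GSK-3 inhibitor IX positive control for full effect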
#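 Technique: fluorescence imaging of beta-catenin antibody stain plus DAPI / Material: human HeLa cell line / Incubation: compound treatment 24 h, 37°C, 5% CO2 / Read-out basis: % activation of per-cell nuclear versus cytoplasmic median beta-catenin signal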
# Large T inhibition: SV40 large T antigen inhibitors, biochemical (AID 1903) | SV40 large T antigen ATPase/helicase inhibition assay; higher % means a stronger effect | 310,000 tested, 0.39% active | inhibition, % at 20 µM, or IC50 in µM where a hit was titrated; in the data active = a potency from the dose series; note: strong numbers were not always called active
# West Nile antiviral: West Nile virus antiviral activity, cell-based, CPE readout (AID 1621); West Nile virus-infected cells, CPE inhibition; higher % means a stronger effect; CPE inhibition, % at 10 µM; hits with a dose series show IC50 in µM; 290,000 tested, 0.02% active; in the data active = a potency from the dose series; note: strong numbers were not always called active
# WT yeast gro inh mutant strain: also measured in WT yeast gro inh; calls as there; inhibition, %; mitochondrial fusion phenotypic screen, mutant strain inhibition
# b-catenin transl cell count 5 µM: recorded beside b-catenin transl, whose call it bears; cell count; measured here: cell count, cytotoxicity flag
# T cell modulator vesicle-bound %: further read-out of T cell modulator, marked with its call; double positive events, %; measured here: CD8+ vesicle-bound cell fraction;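 binding gate set so that unloaded-vesicle control wells show 10% double positive cells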
# Myeloid diff 2 GFP+ MAC1+ %: also measured in Myeloid diff 2; calls as there; GFP+ MAC1+ double positive, %; measured here: differentiation confirmed by MAC1 staining
# An asterisk follows results filed as active; i = inactive; · = no result given. Compounds as they come; overall some 3.6% were active at least once.
canonical_smiles,RSV CPE inhibition,PhoP inhibition,WT yeast gro inh,WT yeast gro inh mutant strain,Myeloid diff 2,Myeloid diff 2 GFP+ MAC1+ %,T cell modulator,T cell modulator vesicle-bound %,Rac1 GTP hydrolysis,b-catenin transl,b-catenin transl cell count 5 µM,Large T inhibition,West Nile antiviral
O=C(Cn1ccc2cc(S(=O)(=O)N3CCCC3)ccc21)NCCc1ccccc1,2.9%,4%,·,·,i,1.9,i,12,1%,·,·,10%,-0.1%
c1ccc(C2=Nn3c(nnc3-c3cc(-c4ccccc4)n[nH]3)SC2)cc1,1.6%,0%,-1,13,i,0.6,i,17,7%,-4.8,1213,8%,0.3%
O=C(COC(=O)c1ccc(Br)cc1)NCCC1=CCCCC1,0.0%,5%,10,11,i,0.7,i,62,4%,-6.2,1128,6%,-0.1%
O=C(N/N=C/c1ccc(-c2ccc([N+](=O)[O-])cc2)o1)C(O)c1ccccc1 (stereo unspecified),5.2%,-2%,17,10,i,0.9,i,26,13%,0.9,1041,7%,-0.6%
CCC1(CC)Cc2ccccc2-c2nc(NCCO)[nH]c(=O)c21,3.9%,-7%,-13,13,i,8.9,·,·,1%,-2.5,1159,8%,0.7%
COc1ccc(C(=O)Nc2nc3ccccc3[nH]2)cc1,0.1%,3%,·,·,i,0.7,i,22,3%,·,·,7%,-1.1%
O=C(CN1C(=O)CCSc2ccccc21)Nc1ccc2c(c1)OCCO2,1.1%,7%,·,·,i,6.6,i,42,13%,-4.0,1384,-1%,-0.9%
O=C(N/N=C/c1ccc(F)cc1)c1cc[n+]([O-])cc1,4.1%,-6%,·,·,i,1.1,i,27,2%,·,·,5%,1.0%
Cc1ccc2c(CN(C)Cc3cccc(Cl)c3)cc(=O)oc2c1C,19%,-5%,·,·,i,0.5,i,52,14%,·,·,6%,-1.3%
O=C(NCc1ccc(C(F)(F)F)cc1)C1CC(c2cccc(F)c2)=NO1 (stereo unspecified),1.1%,0%,·,·,i,0.8,i,24,12%,0.1,1162,4%,0.3%
CC(C)(O)C#Cc1ccccc1C(=O)NC(CC(N)=O)C(=O)O (stereo unspecified),0.3%,-4%,2,3,i,0.6,i,53,9%,-2.3,1163,1%,0.2%
CCCNC(=O)C(Cc1ccccc1)NS(=O)(=O)c1ccc2c(c1)c(=O)n(C)c(=O)n2C (stereo unspecified),1.0%,6%,-4,-11,i,1.4,i,38,11%,-6.5,1109,2%,-0.2%
NC(=O)c1ccc(NC(=O)CCC(=O)c2cccs2)cc1,0.4%,7%,·,·,i,0.6,i,42,11%,·,·,13%,-0.5%
O=C(CCC(=O)Nc1ccc(Br)cc1)N/N=C/c1ccccc1F,1.8%,21%,·,·,i,0.3,i,7,-9%,·,·,-2%,-0.3%
COC(=O)c1ccccc1NC(=S)N1CCN(C2CCCCC2)CC1,-0.7%,-1%,-10,10,i,0.5,i,35,8%,-0.4,1011,26%,-1.0%

# Single records, as listed above:
# `O=C(Cn1ccc2cc(S(=O)(=O)N3CCCC3)ccc21)NCCc1ccccc1` in the list: RSV CPE inhibition: 2.9%; PhoP inhibition: 4%; WT yeast gro inh: ·; WT yeast gro inh mutant strain: ·; Myeloid diff 2: i; Myeloid diff 2 GFP+ MAC1+ %: 1.9; T cell modulator: i; T cell modulator vesicle-bound %: 12; Rac1 GTP hydrolysis: 1%; b-catenin transl: ·; b-catenin transl cell count 5 µM: ·; Large T inhibition: 10%; West Nile antiviral: -0.1%
# `COc1ccc(C(=O)Nc2nc3ccccc3[nH]2)cc1` in the list: RSV CPE inhibition: 0.1%; PhoP inhibition: 3%; WT yeast gro inh: ·; WT yeast gro inh mutant strain: ·; Myeloid diff 2: i; Myeloid diff 2 GFP+ MAC1+ %: 0.7; T cell modulator: i; T cell modulator vesicle-bound %: 22; Rac1 GTP hydrolysis: 3%; b-catenin transl: ·; b-catenin transl cell count 5 µM: ·; Large T inhibition: 7%; West Nile antiviral: -1.1%

# Filtered by structure: those above containing an NH in an aromatic ring.
canonical_smiles,RSV CPE inhibition,PhoP inhibition,WT yeast gro inh,WT yeast gro inh mutant strain,Myeloid diff 2,Myeloid diff 2 GFP+ MAC1+ %,T cell modulator,T cell modulator vesicle-bound %,Rac1 GTP hydrolysis,b-catenin transl,b-catenin transl cell count 5 µM,Large T inhibition,West Nile antiviral
c1ccc(C2=Nn3c(nnc3-c3cc(-c4ccccc4)n[nH]3)SC2)cc1,1.6%,0%,-1,13,i,0.6,i,17,7%,-4.8,1213,8%,0.3%
CCC1(CC)Cc2ccccc2-c2nc(NCCO)[nH]c(=O)c21,3.9%,-7%,-13,13,i,8.9,·,·,1%,-2.5,1159,8%,0.7%
COc1ccc(C(=O)Nc2nc3ccccc3[nH]2)cc1,0.1%,3%,·,·,i,0.7,i,22,3%,·,·,7%,-1.1%

# The list goes on:
canonical_smiles,RSV CPE inhibition,PhoP inhibition,WT yeast gro inh,WT yeast gro inh mutant strain,Myeloid diff 2,Myeloid diff 2 GFP+ MAC1+ %,T cell modulator,T cell modulator vesicle-bound %,Rac1 GTP hydrolysis,b-catenin transl,b-catenin transl cell count 5 µM,Large T inhibition,West Nile antiviral
CNC(=O)c1c(NC(=O)c2ccc(S(=O)(=O)N3CCCCC3C)cc2)sc2c1CCN(C)C2 (stereo unspecified),-0.7%,-5%,·,·,i,1.8,i,68,9%,·,·,4%,1.4%
Cc1nc2ccc(NC(=O)c3ccc(Br)o3)cc2s1,0.7%,0%,-14,-10,i,0.5,i,46,2%,-1.8,1057,11%,-0.1%
COC(=O)C1NC(=O)N2C(C(=O)OC)C(C)(C)S[C@H]12 (stereo partly specified),-0.6%,·,·,·,i,0.9,·,·,9%,·,·,-8%,0.9%
CC1=C(C(=O)Nc2ccccc2C)C(c2ccc(C)o2)NC(=S)N1 (stereo unspecified),0.7%,4%,-1,2,i,0.2,i,46,8%,-1.8,1048,7%,0.0%
O=C(Nc1ccc(N2CCOCC2)cc1)C1CC(=O)N(c2ccccc2)C1 (stereo unspecified),1.5%,-2%,-23,-7,i,0.3,i,62,10%,0.1,1481,24%,0.5%
O=C(NCCCN1CCOCC1)C1CCN(S(=O)(=O)c2cccc(Cl)c2Cl)CC1,-2.4%,-5%,·,·,i,0.7,i,44,5%,·,·,13%,·
Cc1cc(C(=O)N2CCCC(CO)(Cc3ccc(F)cc3)C2)c(C)o1 (stereo unspecified),8.7%,6%,·,·,i,0.7,i,24,8%,·,·,18%,-1.4%
O=C(CN1CCN(Cc2ccccc2)CC1)N1CCCCCC1,-1.6%,5%,2,2,i,0.4,i,57,2%,1.0,1071,1%,-0.6%
Cc1nc2ncnn2c(C)c1CCC(=O)N1CCN(Cc2ccccc2)CC1,-0.9%,-3%,53,2,i,1.3,i,50,4%,-9.4,1167,6%,-0.4%
Cc1cccc(C(=O)NC2CCN(C(=O)NCc3ccccc3)CC2)c1,1.2%,2%,·,·,i,0.3,i,47,10%,·,·,17%,-0.2%
O=C(O)CCN(CCC(=O)O)S(=O)(=O)c1ccccc1,2.7%,-2%,-1,-3,i,0.4,i,63,2%,-4.2,983,9%,0.0%
CCOC(=O)[C@@H]1[C@H]2COc3ccccc3[C@@H]2N2C(=O)N(c3cccc(C)c3)C(=O)[C@]12C,1.8%,7%,·,·,i,2.0,i,46,8%,·,·,-1%,-0.6%
CC(C)COc1ccc(Br)cc1CNC(C)(C)C,1.4%,7%,0,9,i,0.7,i,54,14%,-0.7,1191,1%,-0.6%
Cc1ccc(C(=O)O)c(C(=O)Nc2nc3ccccc3s2)c1,1.2%,2%,·,·,i,0.1,i,50,5%,·,·,5%,0.2%
CCOC(=O)c1sc2nc(C)nc(NCc3ccc(F)cc3)c2c1C,7.8%,-4%,·,·,i,0.8,i,32,2%,·,·,14%,-1.0%
O=C(Nc1ccccc1)OC1CCS(=O)(=O)C1 (stereo unspecified),1.2%,15%,2,3,i,0.7,i,49,3%,2.2,981,0%,0.5%
O=C(O)COc1c(Cl)cc(/C=C2/NC(=O)NC2=O)cc1Br,1.6%,-2%,-16,1,i,0.2,i,18,6%,-0.8,1052,24%,0.3%
CC(=O)Nc1ccc(C(=O)OCC(=O)Nc2c(F)cccc2F)cc1,9.8%,1%,·,·,i,0.6,i,21,10%,-1.5,1071,8%,0.6%
COc1cc(NC(=O)CN(C)Cc2ccc(OC(F)F)cc2)c(C)cc1[N+](=O)[O-],10%,4%,7,-6,i,0.7,i,43,4%,-2.6,1156,-4%,-1.6%
COc1ccc(S(=O)(=O)N2CCC(N3CCCC3)CC2)cc1,-0.4%,2%,·,·,i,0.4,i,69,21%,·,·,5%,0.2%
Cc1ccc(C)c(CSc2nnc(CCN)o2)c1,-1.1%,14%,-14,-32,i,1.4,i,34,8%,1.3,973,-3%,0.3%
COc1ccc2cc(C3(C)NC(=O)N(CC(=O)NCC(F)(F)F)C3=O)ccc2c1 (stereo unspecified),1.9%,0%,·,·,i,1.1,i,13,5%,·,·,6%,-0.8%
CCOC(=O)N1CCN(CC(O)COCC2=CCC3CC2C3(C)C)CC1 (stereo unspecified),-0.3%,1%,-3,10,i,1.2,i,47,25%,-1.1,1436,-14%,-0.2%
Nc1ccc2nn(-c3ccc(F)cc3)nc2c1,-0.3%,-2%,·,·,i,0.4,i,56,14%,·,·,5%,0.0%
COCCNC(=S)N/N=C(\C)c1ccc(-n2ccnc2)cc1,8.3%,3%,14,14,i,3.9,i,34,3%,-1.6,1099,14%,-1.2%
COc1cccc(C(=O)N(c2ccc(C)cc2)C2C=CS(=O)(=O)C2)c1 (stereo unspecified),-0.6%,1%,10,1,i,1.0,i,37,-19%,-0.3,1123,12%,0.7%
CN(CC(=O)NCc1ccc(Cl)cc1)S(=O)(=O)c1cccc2nsnc12,2.6%,4%,-6,8,i,0.7,i,56,4%,-1.8,935,9%,-0.7%
O=C(CN1C(=O)C2C3C=CC(C3)C2C1=O)OCC(=O)c1ccccc1 (stereo unspecified),1.1%,9%,-5,-19,i,0.4,i,38,-2%,-0.1,977,9%,0.3%
CCOC(=O)c1cnc(SC)nc1Oc1cccc(NC(=O)c2cccc(Cl)c2Cl)c1,3.7%,-11%,9,8,i,1.1,i,47,3%,-5.4,847,8%,-0.2%
O=C(NCCc1ccc(F)cc1)Nc1ccccc1Cl,17%,-2%,·,·,i,1.9,i,8,8%,·,·,0%,-0.7%
COc1ccc(/C=N/NC(=O)c2cccc(S(=O)(=O)N3CCCC3)c2)cc1O,0.1%,·,·,·,i,0.3,i,32,57µM*,·,·,·,·
CCOc1ccc(-c2nnc3ccc(SCC(=O)Nc4cc(C)on4)nn23)cc1,1.3%,-4%,-14,3,i,0.9,i,27,-1%,-0.4,1059,3%,-0.1%
